Compound activity: PubChem BioAssay, National Center for Advancing Translational Sciences (NCATS)
GLP-1R inv ag – qHTS of GLP-1 Receptor Inverse Agonists (Inhibition Mode) | Glucagon-like peptide 1 receptor (Homo sapiens), P43220 | HEK293 GLP-1R CRE-luciferase, luminescence, 24 h; GLP-1R form is constitutively active | Potency, µM (top dose mostly 38.3 µM), for inactives: at the highest dose activity change, negative = inhibition, actives largely listed as inhibitors | actives 1.6% (n = 410,000) | AID 624417, 2012; note: % is set by controls: 0 for no effect and ±100 for the full control effect; nearly all actives have a fitted effect of over 55% in size
Target sequence (P43220 whole entry, looked up): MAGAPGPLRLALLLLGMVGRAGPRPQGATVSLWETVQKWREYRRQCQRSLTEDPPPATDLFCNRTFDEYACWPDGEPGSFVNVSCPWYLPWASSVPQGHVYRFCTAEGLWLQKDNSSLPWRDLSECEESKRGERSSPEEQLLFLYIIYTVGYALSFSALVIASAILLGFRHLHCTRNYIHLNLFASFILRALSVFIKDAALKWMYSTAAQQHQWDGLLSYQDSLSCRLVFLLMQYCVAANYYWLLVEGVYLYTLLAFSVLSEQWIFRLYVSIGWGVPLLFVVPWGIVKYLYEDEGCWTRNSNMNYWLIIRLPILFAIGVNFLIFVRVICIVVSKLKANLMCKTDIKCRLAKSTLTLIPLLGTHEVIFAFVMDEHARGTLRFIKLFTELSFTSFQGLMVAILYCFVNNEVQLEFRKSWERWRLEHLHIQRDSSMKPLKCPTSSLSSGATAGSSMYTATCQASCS
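Inverse agonists were sought by their lowering of basal cAMP reporter luciferase output in HEK293 cells stably carrying constitutively active human GLP-1R, after 24 h compound treatment.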
HT1080 IDH1KD tx – qHTS for induction of synthetic lethality in tumor cells producing 2HG: qHTS for the HT-1080-IDH1KD cell line. HT-1080 IDH1 knockdown viability, ATP luminescence, 48 h. Potency, µM (series often up to 46.1 µM), inactives show at the top dose activity, negative = toxicity, actives largely listed as cytotoxic. actives 2% (n = 360,000). AID 686971, 2013;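 note: 0% = DMSO wells and -100% = cell-free medium wells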
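Luminescent ATP read-out (CellTiter-Glo, 10 min at room temperature) after 48 h compound exposure at 37 °C gave viability of IDH1-knockdown HT-1080 cells. Activity was normalised to DMSO and cell-free wells, then fitted as concentration-response curves.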
HEK293 tox – qHTS of GLP-1 Receptor Inverse Agonists: Cytotox Screen | actives 0.13% (n = 410,000) | HEK293 cAMP-luciferase reporter cells, luminescence, 24 h | Potency, µM (highest dose often 38.3 µM), for the others: at the top dose activity change, negative = inhibition, usual class: inhibitors;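 note: loss of luciferase light is scored as toxicity; % is set by controls: 0 for no effect and ±100 for the full control effect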
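Quantitative HTS format, 1536 wells, 200 cells/uL seeded. Compounds: 23 nL, 24 h, 37 °C. Detection: luciferase reagent, luminescence at 12 min RT; decreased signal taken as cytotoxic.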
SW480 rereplic – A quantitative high throughput screen for small molecules that induce DNA re-replication in SW480 colon adenocarcinoma cells; SW480 DNA re-replication, Hoechst DNA content imaging, 48 h; Potency, µM (titrated, usually from 46.1 µM), for the others: at the top dose re-replication activation, usual class: activators; actives 1.8% (n = 340,000); note: % of control where 0% means no effect; nearly all actives have a fitted effect of over 55% in size
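Cells (250 per well) received 23 nL compound or DMSO by pin tool and were kept 48 hr at 37 C, 5% CO2. Nuclei were then stained with Hoechst for 40 min and scanned for DNA content.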
GLP-1R agonist – qHTS of GLP-1 Receptor Agonists; actives 0.007% (n = 380,000); Glucagon-like peptide 1 receptor (Homo sapiens), P43220; Potency, µM (doses to about 45.6 µM), without a hit: at the top dose activation, usual class: activators; HEK293 GLP-1R CRE-luciferase, luminescence, 4-6 h; cells express a hypersensitive GLP-1R form; note: % of control where 0% means no effect
HT1080-NT tox – qHTS for induction of synthetic lethality in tumor cells producing 2HG: qHTS for the HT-1080-NT fibrosarcoma cell line | HT-1080-NT fibrosarcoma viability, CellTiter-Glo ATP luminescence, 48 h | Potency, µM (titrated, usually from 46.1 µM), inactives show at the highest dose activity, negative = less viability, usual class: cytotoxic | actives 1.6% (n = 360,000) | AID 686970, 2013;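 note: NT is the 2HG producing partner of a matched IDH1 knockdown line; 0% = DMSO-treated cells and -100% = media-only wells without cells; nearly all actives have a fitted effect of over 55% in size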
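A 48-hour cytotoxicity screen used HT-1080-NT cells plated 2 hours before compound delivery. ATP-based CellTiter-Glo luminescence measured viability, normalized to DMSO and no-cell controls.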
KB-V1 cytotox – qHTS assay for MDR1-selective chemotherapeutics: Primary screen using the drug-selected MDR subline cells KB-V1. KB-V1 MDR cells viability, CellTiter-Glo, 72 h. actives 3.4% (n = 400,000). Potency, µM (series often up to 46.1 µM), for the others: top-dose activity change, negative = cytotoxicity, usual class: cytotoxic; note: % is set by controls: 0 for no effect and ±100 for the full control effect; nearly all actives have a fitted effect of over 60% in size
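Cells of the MDR subline KB-V1 are plated, dosed with compound at multiple concentrations, and incubated 72 h at 37 degrees C; CellTiter-Glo is then added and luminescence read after 10 min.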
KB-3-1 tox – qHTS assay for MDR1-selective chemotherapeutics: Primary screen using the parental adenocarcinoma cell KB-3-1. KB-3-1 viability, CellTiter-Glo ATP luminescence, 72 h. Potency, µM (series often up to 46.1 µM), inactives show top-dose activity change, negative = cytotoxic, actives largely listed as cytotoxic. actives 1.4% (n = 400,000). AID 1347075, 2019; note: % is set by controls: 0 for no effect and ±100 for the full control effect; nearly all actives have a fitted effect of over 60% in size
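Parental KB-3-1 viability, qHTS format: 72 h compound exposure, 37 °C; CellTiter-Glo; media-only wells and DMSO plates as controls; concentration-effect fits on corrected data.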
TDP-43 yeast inh – qHTS of TDP-43 Inhibitors. actives 1.8% (n = 410,000). Potency, µM (top dose mostly 46.1 µM), without a hit: at the highest dose growth rescue (activation), actives largely listed as activators. TDP-43 expressing yeast growth rescue, BacTiter-Glo, 24 h; note: % of control where 0% means no effect; nearly all actives have a fitted effect of over 50% in size
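Yeast expressing TDP-43 (pregrown in raffinose, seeded at OD600=0.02 in galactose medium) exposed to compounds 24 hr at 30 deg C. Growth read by BacTiter-Glo luminescence; rescue of toxicity appears as increased signal.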
An asterisk follows results filed as active; ? = inconclusive; · = no result given; & = joins results of further samples; [ ] = remark or other dose. Calls come from the whole dose curve; as a rule, active = well fitted curve in the direction sought with a large enough effect; inconclusive = small, poorly fitted or top-dose-only effect, or another doubt; inactive = no such curve, though single readings can be large; an effect the other way counts as inactive or inconclusive. Potency is the fitted concentration of half-maximal effect. Compounds were not picked by outcome; any-hit rate near 9.4%.

SMILES	GLP-1R inv ag	HT1080 IDH1KD tx	HEK293 tox	SW480 rereplic	GLP-1R agonist	HT1080-NT tox	KB-V1 cytotox	KB-3-1 tox	TDP-43 yeast inh
CSCCC(=O)NC1CC(C)(C)Cc2c1cnn2-c1ccccc1C (centres undefined)	12%	10%	1%	?	-2%	11%	13%	-3%	-3%
COC(=O)c1cc(N2CCN(C)CC2)nc2ccccc12	1%	1%	103%[activator]	28%	-2%	-12%	-1%	8%	-5%
Cc1nn(Cc2ccc(F)cc2)c(C)c1NC(=O)C1c2ccccc2Oc2ccccc21	?	-12%	?	1%	0%	-17%	-11%	1%	-8%
Cc1ccc(C)c(-n2c(N)c(C#N)c3nc4ccccc4nc32)c1	2%	·	49%[activator]	·	·	·	70%	-4%	9%
Cn1c(=O)c2c([nH]c(=S)n2Cc2ccc(Cl)cc2)n(C)c1=O	5%	-9%	-12%	1%	12%	-12%	-13%	-5%	6%
CCc1ccc(NC2CC(=O)N(CCc3ccc(OC)c(OC)c3)C2=O)cc1 (centres undefined)	-15%	-7%	1%	0%	13%	-14%	?	-8%	18µM*
Cc1cc(NS(=O)(=O)c2ccccc2)n(-c2ccccc2)n1	0%	-6%	1%	9%	5%	-4%	8%	0%	-19%
CCCS(=O)(=O)c1nc(S(=O)(=O)c2ccc(C)cc2)c(NCCCn2ccnc2)s1	15%	-4%	-4%	-8%	-3%	-2%	8%	-11%	-24%
CC(C)CCNC(=O)C(=O)Nc1cc2c3c(c1)CC(=O)N3CCC2	60%[activator]	1%	3%	2%	9%	0%	6%	?	21%
CCc1nc(-c2ccc(C)c(S(=O)(=O)N3CCN(c4ccc(C(C)=O)cc4)CC3)c2)no1	?	·	7%	·	·	·	-13%	-28%	15%
Cc1c(Cl)ccc(S(=O)(=O)NCCCn2ccnc2)c1Cl	?	-12%	0%	?	-3%	-4%	0%	-8%	14%
CCO[C@H]1OC(C(=O)NCc2ccccc2)=C[C@@H](c2ccc(Br)cc2)[C@@H]1CCCO	?	-10%	5%	-32%[inhibitor]	3%	0%	?	8%	3%

Some of these compounds in order of the SW480 rereplic value, smallest number first.
smiles	SW480 rereplic
CCc1ccc(NC2CC(=O)N(CCc3ccc(OC)c(OC)c3)C2=O)cc1 (centres undefined)	0%
Cc1nn(Cc2ccc(F)cc2)c(C)c1NC(=O)C1c2ccccc2Oc2ccccc21	1%
CC(C)CCNC(=O)C(=O)Nc1cc2c3c(c1)CC(=O)N3CCC2	2%
COC(=O)c1cc(N2CCN(C)CC2)nc2ccccc12	28%

More records
SMILES	GLP-1R inv ag	HT1080 IDH1KD tx	HEK293 tox	SW480 rereplic	GLP-1R agonist	HT1080-NT tox	KB-V1 cytotox	KB-3-1 tox	TDP-43 yeast inh
O=C(O)CCc1ccc(S(=O)(=O)NCCc2ccccc2)cc1	0%	-13%	1%	-3%	-9%	0%	10%	-15%	-14%
COc1cc(CNC(=O)CCCC(=O)c2ccccc2)cc(OC)c1OC	3%	11%	1%	-10%	-1%	0%	-6%	0%	13%
O=C(COC(=O)C1CCC1)Nc1ccc(Oc2ccccc2)cc1	2%	-10%	9%	2%	4%	0%	0%	2%	6%
Cc1ccc(NC(=O)CSCC(=O)N2CCN(c3cccc(C(F)(F)F)c3)CC2)cc1	?	-2%	-7%	-2%	-2%	4%	0%	-2%	18%
O=C(COc1ccccc1)N(Cc1nnc(-c2ccccc2Cl)o1)C1CC1	-14%	1%	2%	-1%	8%	-4%	0%	-1%	7%
Cc1[nH]n(-c2ccccc2)c(=O)c1C(=O)c1ccc(Cl)cc1	-18%	-29%	0%	3%	-2%	?	10µM*	?	-93%[inhibitor]
COc1cc(C(=O)NCCCc2nc3ccccc3n2Cc2cc(C)ccc2C)cc(OC)c1OC	?	-3%	-17%	8%	-2%	-8%	16%	-1%	17%
Cn1c(CNC(=O)Nc2ccccc2Cl)nnc1SCc1ccccc1	?	1%	-18%	0%	-5%	0%	0%	3%	-4%
CCc1ccc(NC(=O)CN2CCN(C3CCCCC3)C(=O)C2=O)cc1	-21%	·	0%	·	·	·	9%	0%	15%
Cc1cccc(-c2ccc3ncnc(NCc4cccs4)c3c2)c1	·	·	·	6%	-3%	·	-4%	13µM*	·
O=C(Nc1ccc(F)cc1)C(c1cc2ccccc2o1)N1CCN(C(=O)c2ccco2)CC1 (centres undefined)	?	-16%	0%	·	·	-29%	-28%	-23%	-3%
COc1ccc(CCn2c(C)cc(C(=O)COC(=O)c3cnc(C)cn3)c2C)cc1	-13%	2%	-17%	-94%[inhibitor]	-4%	-1%	-3%	-1%	8%
COc1ccc(C(=O)CN2CCN(S(=O)(=O)c3ccc(F)cc3)CC2)cc1	2%	·	0%	·	·	·	-29%	-15%	-5%
Cc1ccc(-n2c(SCC(=O)Nc3ccc4c(c3)OCO4)nnc2-c2ccoc2C)cc1	?	?	-11%	-2%	1%	-18%	?	6%	1%
CC1=Nc2cc(C(=O)NC3CCCC3)ccc2Sc2ccc(Br)cc21	?	·	-17%	·	·	·	?	?	4%
CCC1CC(CSc2ncn[nH]2)OC1=O (centres undefined)	0%	-8%	26%	-5%	-10%	-1%	5%	-5%	17%
Cc1ccc(N/N=C/c2ccncc2)cc1	?	?	0%	7%	-2%	?	0%	-15%	11%
COc1ccc(NC(=O)CN(c2ccc(C)cc2)S(=O)(=O)c2cccs2)cc1	4%	·	2%	·	1%	·	11%	2%	24%
Cn1c(N2CCCC2)nc2c1c(=O)n(Cc1cccc(F)c1)c(=O)n2C	8%	-9%	-17%	-1%	1%	-4%	?	0%	?
Cc1ccccc1NC(=O)N1C2CCCC1CC(NC(=O)C1CC1)C2 (centres undefined)	-20%	21%	-5%	-24%	-13%	16%	6%	10%	15%
CCOC(=O)CC(=O)Nc1c(C)cc(C)cc1C	-7%	-1%	12%	-9%	5%	7%	-6%	-2%	3%
Cc1cc2ccccc2nc1SCC(=O)NC1CCCCC1	?	20%	3%	-4%	-4%	11%	-14%	-10%	11%
O=C(N/N=C/C=C/c1ccccc1)c1n[nH]c2c1CCC2	?	1.3µM*	?	2.1µM*	-2%	1.8µM*	1µM*	1.3µM*	6%
NC(=O)C1CN(C(=O)c2cccc(S(=O)(=O)N3CCc4ccccc43)c2)c2ccccc2O1 (centres undefined)	?	-4%	1%	-4%	-1%	0%	7%	-16%	6%
O=C(c1ccccc1Sc1ccc([N+](=O)[O-])cc1)N1CCCCC1	-9%	-15%	-8%	6%	11%	-15%	-6%	3%	21%
N#CCC(=O)Nc1ccc(C(=O)OCC(=O)Nc2ccccc2-c2ccccc2)cc1	9%	?	-5%	0%	6%	2%	?	-1%	-19%
O=C(Cn1cnc2ccccc2c1=O)NNC(=O)c1ccccc1F	-3%	19%	6%	-1%	-22%	11%	?	2%	?
CC1(C)NC(=O)N(CC(O)COc2cccc(F)c2)C1=O (centres undefined)	-26%	10%	4%	-5%	1%	3%	0%	11%	20%
CS(=O)(=O)N(CC(=O)NCc1ccco1)c1ccc(Cl)cc1Cl	-14%	-2%	10%	12%	6%	-13%	-3%	-11%	-4%
O=C(CC(=O)N/N=C/c1c(F)cccc1Cl)NCc1ccccc1	-7%	5%	3%	30%	23%	-5%	13%	21%	-1%
Cc1ccc(NC(=O)NC(=O)COc2ccc(Cl)cc2Cl)c(C)c1	11%	22%	6%	0%	-15%	9%	-18%	1%	5%
Cc1ccc(NC(=O)c2ccc3c(O)c(S(=O)(=O)c4ccccc4)c(=O)[nH]c3c2)cc1Cl	16%	·	14%	·	·	·	9%	6%	10%
COc1ccc(N(Cc2cc3cc(OC)ccc3[nH]c2=O)S(=O)(=O)c2ccc(NC(C)=O)cc2)cc1	?	·	-6%	9%	15%	·	9%	-13%	9%
O=C(CN1C(=O)NC2(CCCCCC2)C1=O)Nc1ccc([N+](=O)[O-])cc1	?	?	7%	2%	0%	-16%	7%	-1%	?
COCc1cc(C)nc(OCC(=O)N/N=C\c2cc(C)n(-c3cccc(C(F)(F)F)c3)c2C)c1C#N	?	1%	-3%	21%	-1%	-10%	3%	-1%	-5%
O=C1c2[nH]nc(-c3ccccc3O)c2C(c2ccccc2F)N1Cc1cccnc1 (centres undefined)	8%	·	-2%	·	·	·	18%	1%	7%
COC(=O)c1ccccc1NC(=O)Oc1ccc(F)cc1	6%	-18%	1%	1%	2%	5%	-12%	-4%	-17%
COc1cccc(N2CCN(C(=O)C3CCN(S(=O)(=O)c4ccc5c(c4)oc(=O)n5C)CC3)CC2)c1	-18%&-7%	8%	-5%&-5%	26%	1%&0%	1%	-7%&14%	-19%&-14%	-8%&4%
COCCN(C(=O)COC(=O)CCCOc1ccccc1)c1c(N)n(Cc2ccccc2)c(=O)[nH]c1=O	2%	7%	-4%	-4%	-11%	0%	3%	-4%	18%
Cc1ccsc1C(=O)N(C)C1CCS(=O)(=O)C1 (centres undefined)	6%	2%	2%	?	-5%	0%[9.24 µM]	-9%	-16%	14%
Cc1nc(SCc2ccc(Cl)cc2)ncc1C(=O)O	1%[7.66 µM]	4%	-1%[7.66 µM]	-2%	-1%	-1%	4%	-1%	-40%[inhibitor][9.22 µM]

Quoted from the listing:
TDP-43 yeast inh with COCCN(C(=O)COC(=O)CCCOc1ccccc1)c1c(N)n(Cc2ccccc2)c(=O)[nH]c1=O is entered as 18%
GLP-1R inv ag with Cc1ccsc1C(=O)N(C)C1CCS(=O)(=O)C1 (centres undefined) is entered as 6%
